V1aR counter = activates human V1a receptor in oxytocin agonist counter-screen | CHO-V1R cells, Fluo-8 calcium fluorescence, agonist mode; 0% DMSO, 100% 3 nM vasopressin | activation, % at 3 µM | actives 0.25% (n = 320,000) | AID 2797;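 active = activation above the mean activation of all tested compounds plus 3 SD, per screening run, cut at about 20% in these data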;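 also: signal is peak over basal fluorescence ratio across a 100 second FLIPR read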
Target sequence (P37288 whole entry, looked up): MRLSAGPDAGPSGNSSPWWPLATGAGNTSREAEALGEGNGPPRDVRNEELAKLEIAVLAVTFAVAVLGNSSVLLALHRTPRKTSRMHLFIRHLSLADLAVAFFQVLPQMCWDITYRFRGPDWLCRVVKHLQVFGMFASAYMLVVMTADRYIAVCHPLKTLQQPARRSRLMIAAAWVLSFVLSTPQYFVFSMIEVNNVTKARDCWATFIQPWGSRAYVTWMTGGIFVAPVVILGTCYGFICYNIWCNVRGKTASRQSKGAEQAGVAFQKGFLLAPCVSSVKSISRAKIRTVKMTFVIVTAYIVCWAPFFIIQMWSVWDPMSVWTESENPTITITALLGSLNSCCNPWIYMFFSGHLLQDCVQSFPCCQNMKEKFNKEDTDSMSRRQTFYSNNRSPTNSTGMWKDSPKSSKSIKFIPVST
CHO parental Ca = counter-screen for OX1R antagonists: effect in parental CHO cells | parental CHO-K1, ATP-induced calcium, Fluo-8 fluorescence | inhibition, % at 5.6 µM | actives 0.63% (n = 330,000);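 active = inhibition above that plate's mean sample inhibition plus 3 SD, cut at about 26% in these data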;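 also: 0% = ATP-challenged DMSO wells and 100% = DMSO wells without ATP; some compounds past the cut are filed as inactive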
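Test system: untransfected parental CHO cell line; also added: ATP stimulus; dosing: 5.6 µM, single dose; signal: calcium-sensitive Fluo-8 fluorescence; measure: percent inhibition of ATP-evoked calcium rise, normalized to controls; benchmarks: low control ATP plus DMSO, high control DMSO only; replication: one well per compound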
GPR7 antag = antagonists of human GPR7 (neuropeptides B/W receptor 1). GPR7-expressing cells, fluorescence antagonist assay. inhibition, % at 4.4 µM. actives 1.1% (n = 290,000); in the data active = inhibition above about 16%, passing the limit was not always enough;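 also: cells stimulated with the agonist NPW; 0% = agonist with vehicle and 100% = vehicle without agonist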
CHO-K1 Ca antag = nonselective inhibitor or artifact in parental CHO-K1 cells; ATP-induced calcium, Fluo-8 fluorescence; inhibition, % at 3 µM; actives 0.6% (n = 360,000); AID 602250;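 active = inhibition above a per-plate cutoff, the plate's mean sample inhibition plus 3 SD, cut at about 24% in these data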;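 also: 0% = DMSO plus EC80 ATP and 100% = DMSO alone without ATP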
M1 ag parental = M1 agonist counterscreen hit in parental CHO-K1 cells; Fluo-8 calcium fluorescence; scaled to maximal ATP response, vehicle zero; activation, % at 3 µM; actives 0.48% (n = 360,000); in the data active = activation above about 15%;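 also: untransfected CHO-K1 host cells lacking M1 receptor as counterscreen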
OXTR agonist = agonists of human oxytocin receptor | AID 2435 | CHO-OTR cells, Fluo-8 calcium fluorescence; normalized: DMSO 0%, oxytocin 100% | actives 0.32% (n = 320,000) | P30559 | activation, % at 3 µM;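 active = activation above the mean of all tested compounds plus 3 SD, cutoff set per screening run, cut at about 20% in these data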;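 also: peak over basal fluorescence ratio from a 100 s FLIPR kinetic read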
TAAR1 antag = human TAAR1 antagonism; Q96RJ0; CHO RD-HGA16 TAAR1, Fluo-8 calcium fluorescence, antagonist; actives 1.5% (n = 360,000); inhibition, % at 3 µM;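 active = inhibition above a per-plate cutoff, the mean inhibition of test compounds on that plate plus 3 SD, cut at about 49% in these data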;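 also: 0% = DMSO plus EC80 beta-PEA response and 100% = DMSO alone without agonist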
Target sequence (Q96RJ0 whole entry, looked up): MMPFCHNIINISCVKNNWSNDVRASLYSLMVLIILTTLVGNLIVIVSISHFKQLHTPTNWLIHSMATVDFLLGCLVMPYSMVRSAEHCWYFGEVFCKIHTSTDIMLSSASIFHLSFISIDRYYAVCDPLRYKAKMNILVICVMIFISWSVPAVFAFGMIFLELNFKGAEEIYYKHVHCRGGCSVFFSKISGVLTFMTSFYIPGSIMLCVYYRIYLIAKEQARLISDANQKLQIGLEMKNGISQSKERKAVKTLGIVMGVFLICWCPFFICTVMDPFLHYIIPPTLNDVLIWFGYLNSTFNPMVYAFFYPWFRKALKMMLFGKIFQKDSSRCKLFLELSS
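Assay system: RD-HGA16 CHO cells with stable hTAAR1 and Gα16 / Reagent: EC80 β-phenethylamine stimulus / Doses: 3 µM, single point / Timing: dye loading 75 min at 37 °C, then 30 min room temperature / Measured by: Fluo-8 intracellular calcium dye fluorescence, real-time kinetic reads / Controls: vehicle wells and EC80 agonist wells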
CHO-K1 Ca PAM = counter-screen for M1 PAMs: effect in parental CHO-K1 cells; AID 602247; ATP EC20, Fluo-8 calcium fluorescence; 0% at ATP EC20, 100% at ATP max; activation, % at 3 µM; actives 0.02% (n = 360,000);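 active = activation above the run cutoff, the mean activation of all test compounds plus 3 SD, cut at about 40% in these data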;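 also: peak over basal fluorescence ratio in a 140 s read after ATP addition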
OXTR potentiate = human OXTR potentiation; CHO-OTR cells, Fluo-8 calcium fluorescence, potentiator mode; 0% = oxytocin EC15, 100% = EC100; activation, % at 3 µM; actives 0.061% (n = 320,000);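 active = activation above that plate's cutoff, the mean activation of tested compounds plus 3 SD, cut at about 6.6% in these data, passing the limit was not always enough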;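 also: 100% uses oxytocin at 75 nM as the full agonist control; some results filed as inactive read as strong as hits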
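Material: CHO-OTR cells, human receptor; compound dosing: single dose, 3.0 µM nominal final compound concentration; schedule: 6 min compound pre-incubation at room temperature, 100 s kinetic read; measured by: kinetic Fluo-8 calcium fluorescence; read-out basis: % activation vs EC15 and EC100 oxytocin; controls: EC15 oxytocin alone as 0%, 75 nM oxytocin as 100%; replicates: singlicate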
Active calls of the source: *; / = no result given. No enrichment for hits; overall some 3.5% were active at least once.

Every second line gives: V1aR counter	CHO parental Ca	GPR7 antag	CHO-K1 Ca antag	M1 ag parental	OXTR agonist	TAAR1 antag	CHO-K1 Ca PAM	OXTR potentiate
CCCC(=O)Nc1ccc(S(=O)(=O)N2CCc3ccccc32)cc1
→ /	/	/	-0.5	1.5	/	8.6	-1.2	/
Cn1cccc1C(=O)NC(=O)COC(=O)C12CC3CC(CC(O)(C3)C1)C2
→ 1.2	-2.7	-6.8	-15.1	1.4	0.4	-3.6	23.7	-8.9
Cc1nn(C)c(NC(=O)c2ccc([N+](=O)[O-])cc2)c1Cl
→ 1.4	-4.2	-12.7	-7.2	2.9	-0.8	-28.0	18.1	-5.7
CN(C)S(=O)(=O)c1ccc2c(c1)nc(CCC(=O)Nc1ccc(N3CCOCC3)cc1)n2C
→ -0.5	-7.3	-8.9	-5.7	0.0	0.1	-24.7	7.5	-1.3
C[C@H](NC(=O)c1ccccc1Cl)C(=O)OCC(=O)N1CCN(c2ccccc2)CC1
→ 0.7	-13.8	/	-16.1	1.4	-0.7	-7.2	9.1	-2.8
Cc1ccc(CN2[C@@H]3c4ccccc4C[C@@H]3OCCS2(=O)=O)cc1
→ 0.0	-5.2	-2.1	-23.8	0.0	-1.8	-6.6	16.2	-0.1
CC(C)C(NC(=O)c1cccc(S(=O)(=O)N2CCOCC2)c1)C(=O)NCCc1ccccn1 (stereo not drawn)
→ 0.6	-6.2	-4.3	1.3	1.3	0.1	11.7	-1.0	-11.1
Cc1ccc(NC(=O)C(C)S)cc1 (stereo not drawn)
→ -0.3	-19.2	-6.8	-8.2	2.4	0.7	-16.8	4.2	-12.6
Cc1ccc(S(=O)(=O)N2CCN(C(=O)CCOc3cc(C)ccc3C)CC2)cc1
→ 2.4	-8.1	/	-6.0	3.8	1.0	3.2	10.2	-10.7
COc1ccc(C2NCCC3(O)CCCCC23)c(OC)c1OC (stereo not drawn)
→ 0.1	-19.8	-7.7	1.4	-0.1	-0.3	5.7	5.2	0.6
CC(=O)Nc1cc[n+](CC(=O)c2cccc([N+](=O)[O-])c2)cc1
→ 0.3	-4.6	-7.2	-8.7	1.3	0.0	-17.5	10.7	-11.0
CCCCN(C)CCNC(=O)CCNC(=O)Cn1ccc2ccccc2c1=O
→ 1.1	-3.9	4.3	-6.5	-0.4	0.2	-5.4	12.8	1.9
Nc1c(C(=O)Nc2ccc(Br)cc2)sc2nc(N3CCOCC3)c3c(c12)CCCC3
→ /	/	/	0.6	0.0	/	-2.4	5.6	/
Cc1c(NC(=O)C(C)OC(=O)COc2cccc3c2OC(C)(C)C3)c(=O)n(-c2ccccc2)n1C (stereo not drawn)
→ 0.4	-0.5	4.2	-4.0	0.0	-0.8	-9.5	15.1	3.0
NC(=O)NC(=O)C(OC(=O)CCNS(=O)(=O)c1ccccc1)c1ccccc1 (stereo not drawn)
→ 0.1	-20.5	/	-1.1	0.3	0.4	1.6	-2.0	-1.0
NS(=O)(=O)c1ccc2nc(NC(=O)Nc3ccccc3F)sc2c1
→ 0.1	-4.0	15.8	-8.5	0.0	1.3	-0.6	11.8	0.7
O=C(CN1C(=O)COc2ccccc21)NCCN1CCc2ccccc2C1
→ 0.4	-9.9	-14.4	-13.5	0.4	-0.9	-5.0	11.7	-0.7
COc1cccc(CC(=O)OCC(=O)N2CCN(c3ccc(F)cc3)CC2)c1
→ 1.6	1.9	1.4	-10.8	3.6	0.4	-14.5	11.1	-8.2
COc1cccc(/C=N/NC(=O)CNC(=O)c2ccc(S(=O)(=O)N3CCOCC3)cc2)c1OC
→ 0.3	-16.6	-5.2	-3.4	1.7	1.1	23.8	7.5	0.0
CCc1ccc(/C=C2/SC(=S)N(CCC(=O)NCCCN3CCOCC3)C2=O)cc1
→ 3.2	-26.7	-13.4	-12.3	4.6	0.7	11.3	9.0	-13.4
O=C(O)c1[nH]c2ccccc2c1CC(=O)N1CCN(c2ccccc2)CC1
→ 0.0	-1.0	-7.6	4.1	1.7	0.5	-8.7	9.7	-3.8
O=C1NC[C@H](CCCCN2C[C@H](Cc3ccccc3)N(CCc3ccc(O)cc3)C(=O)C2=O)N(CCc2ccc(O)cc2)C1=O
→ /	/	/	-4.3	0.1	/	0.3	-0.2	/
CC(C)(C)OC(=O)NCc1ccc(NC(=O)c2nc[nH]c2C(=O)NCCCCNC(=O)c2[nH]cnc2C(=O)Nc2ccc(CNC(=O)OC(C)(C)C)cc2)cc1
→ 1.2	-0.8	/	-13.1	0.3	2.1	/	15.5	4.3
CC(C)(C)c1ccc(C(=O)Nc2ccc(Oc3cccnc3)nc2)cc1
→ 2.8	-4.2	6.3	-24.1	14.0	5.2	-23.0	12.4	-18.3
CCc1nnc2sc(-c3ccc(NC(=O)c4ccc5c(c4)OCCO5)cc3)nn12
→ -0.8	-13.6	12.3	-11.8	1.6	-1.1	-12.5	19.8	-6.1
Cc1nc2ccccc2c2oc(C(=O)N3CCN(c4ccc([N+](=O)[O-])cc4)CC3)cc12
→ 0.9	-11.2	-0.1	-2.1	-0.5	-0.6	5.0	-9.1	-3.1
NNC(=O)c1ccc2[nH]c3c(c2c1)CCCC3
→ -0.4	-4.0	-24.3	-12.0	0.2	0.6	9.7	7.7	-5.6
COc1ccc([N+](=O)[O-])cc1NS(=O)(=O)c1cccc(C(=O)OC2CCOC2=O)c1 (stereo not drawn)
→ 3.0	-1.0	/	-6.9	1.4	4.7	14.7	-11.5	-8.7
Cc1n[nH]c(C)c1S(=O)(=O)N1CCc2ccccc21
→ 1.1	-7.5	-8.3	10.2	-0.2	0.9	-13.8	0.9	-7.3
COc1cc(/C=N/OCC(=O)NC2CCCCC2C)ccc1OCc1ccc(Cl)cc1 (stereo not drawn)
→ 2.2	-21.0	7.1	-3.8	-0.1	0.8	-3.0	16.3	-5.2
CCC1=NN(C(=O)Cc2ccccc2)C(O)(c2ccncc2)C1 (stereo not drawn)
→ 1.2	-11.7	-3.8	-5.6	0.2	-1.1	9.2	12.8	-2.9
Cc1cnc(C(=O)Nc2ccc(N3CCCCC3)cc2)cn1
→ -0.8	8.2	-9.1	-17.3	-0.4	-0.5	-11.5	19.9	-8.6
Nc1ccc(C(=O)c2ccccc2C(=O)O)cc1Cl
→ 0.0	1.9	-7.0	-28.7	0.5	0.6	15.9	9.0	-1.5
COc1ccc(Cc2c(-c3ccc(F)cc3)nc3ccc(Br)cn23)c(C)c1
→ /	/	/	-16.2	0.5	/	-4.9	21.0	/
O=C(Cc1ccccc1)NCCSCc1ccco1
→ 0.2	-5.7	-6.7	-13.9	-0.1	0.2	-8.8	9.5	0.3
O=C(NCc1ccco1)C1(c2ccc(Br)cc2)CCCC1
→ -1.6	-21.9	7.0	-38.4	-1.1	-1.5	3.8	15.1	-5.9
Cc1nc(N[C@@H](Cc2ccccc2)C(=O)O)c2oc3ccccc3c2n1
→ 1.0	4.8	-4.5	0.7	-0.1	-0.1	-8.0	-5.3	-3.2
O=C(c1cc(O)c(O)c([N+](=O)[O-])c1)c1ccccc1F
→ 5.4	-9.5	/	6.9	1.6	2.3	-22.9	3.9	-6.0
O=C(NCCCCCCNC(=O)c1ccccc1O)c1ccccc1O
→ 15.5	32.5	23.3	0.9	18.8*	13.7	43.9	-9.1	-22.4
O=C(NCc1cccc(C(F)(F)F)c1)c1ccc(=O)[nH]c1
→ 0.8	3.1	-2.8	4.5	-0.2	0.1	-6.1	-7.4	4.1
O=C(c1c[nH]c(=O)n(-c2ccccc2)c1=O)N1CCc2ccccc21
→ 0.4	-11.3	2.0	3.7	0.5	-0.5	5.6	9.7	-10.8
COc1ccc(/C(N)=N/OC(=O)CN(C)S(=O)(=O)c2ccccc2)cc1
→ /	/	-4.7	-1.6	2.2	/	10.2	9.4	/
O=C(CC1C(=O)N(c2ccc(F)cc2)C(=O)N1Cc1ccccn1)Nc1ccccc1 (stereo not drawn)
→ 1.1	-21.4	-6.5	-3.7	5.5	3.2	22.7	8.1	-9.7
CCOC(=O)C1=NN(C(=O)c2cccc(Br)c2)C(O)(C(C)(C)C)C1 (stereo not drawn)
→ 12.4	-25.4	-11.9	/	/	20.4*	/	/	-15.0
COc1ccc(NC(=O)c2oc3ccccc3c2NC(=O)C2CC2)cc1
→ -1.3	-26.0	-2.9	-13.6	0.3	-1.2	9.2	0.1	-3.4
CC(=O)Nc1ccc(NCN2C(=O)C3C4CCC(C4)C3C2=O)cc1 (stereo not drawn)
→ 0.4	-12.7	-12.6	9.3	0.0	1.8	5.8	-1.0	-1.8
O=C(CCCc1nc(-c2ccccc2Cl)no1)NC1CCCC1
→ 5.2	-6.3	-11.8	-5.8	6.1	2.7	-32.2	-12.4	-6.6
O=C(CSc1nnc(-c2ccccc2)c(-c2ccccc2)n1)NCc1ccco1
→ -1.6	-23.8	-13.4	-10.4	1.6	-2.3	-8.0	18.3	-7.2
COc1ccc(N(CC(=O)N/N=C/c2ccc(C(=O)O)cc2)S(=O)(=O)c2ccc(NC(C)=O)cc2)cc1
→ 0.8	-16.8	-4.7	-14.5	1.6	-0.4	-8.9	25.3	-18.3
COc1cc(S(=O)(=O)n2ccc(C)n2)c(OC)cc1Cl
→ -0.3	-13.8	-3.2	-2.8	-0.4	-1.3	-14.4	-5.8	-1.7

Bioassay records deposited in PubChem by The Scripps Research Institute Molecular Screening Center.
